Pf growth 48h – Primary qHTS for delayed death inhibitors of the malarial parasite plastid, 48 hour incubation; P. falciparum luciferase growth in erythrocytes, 48 h; Potency, µM (series often up to 28.7 µM), for the others: top-dose activity change, negative = inhibition, hits mostly inhibitors; actives 5.9% (n = 310,000); AID 504832, 2011; note: potency is the fitted concentration of half-maximal effect; % is set by controls: 0 for no effect and ±100 for the full control effect
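Erythrocytes infected with P. falciparum carrying an integrated firefly luciferase reporter (2% hematocrit, 0.1% parasitemia final) were exposed to compounds in RPMI 1640 with 0.5% Albumax at 37 C, 5% CO2. Growth inhibition was scored as reduced luminescence.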
LmPK inhibitor – qHTS Assay for Inhibitors of Leishmania Mexicana Pyruvate Kinase (LmPK); Q27686; purified LmPK, Kinase-Glo ATP luminescence, 1 h; Potency, µM (series often up to 57.5 µM), inactives show at the highest dose activity change, negative = inhibition, actives largely listed as inhibitors; actives 0.37% (n = 290,000); AID 1721, 2009; note: potency is the fitted concentration of half-maximal effect; % is set by controls: 0 for no effect and ±100 for the full control effect
Target sequence (Q27686 whole entry, looked up): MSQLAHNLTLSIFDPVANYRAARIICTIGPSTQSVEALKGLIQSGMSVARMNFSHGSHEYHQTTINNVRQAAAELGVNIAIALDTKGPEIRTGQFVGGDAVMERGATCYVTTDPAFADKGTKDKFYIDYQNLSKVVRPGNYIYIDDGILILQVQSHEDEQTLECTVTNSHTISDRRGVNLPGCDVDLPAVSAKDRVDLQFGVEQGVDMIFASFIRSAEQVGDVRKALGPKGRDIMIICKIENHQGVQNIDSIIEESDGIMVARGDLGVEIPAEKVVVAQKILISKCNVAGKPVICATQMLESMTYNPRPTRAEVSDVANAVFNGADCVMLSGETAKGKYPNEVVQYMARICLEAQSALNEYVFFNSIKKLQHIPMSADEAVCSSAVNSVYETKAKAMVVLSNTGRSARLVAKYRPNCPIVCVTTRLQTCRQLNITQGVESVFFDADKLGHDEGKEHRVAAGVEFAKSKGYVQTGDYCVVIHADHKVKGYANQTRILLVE
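Pyruvate kinase activity monitored as ATP production (luciferase luminescence). Conditions: 0.1 nM enzyme, 0.5 mM PEP, 0.1 mM ADP, 1 h, RT; normalized against uninhibited and no-enzyme wells.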
Shiga inhibitor – A qHTS for Small Molecule Inhibitors of Shiga Toxin. Vero cells, Shiga toxin protein synthesis inhibition reporter. inhibition, % at 38.7 µM. actives 9.2% (n = 290,000); in the data active = inhibition mostly above about 28%, no sharp cut-off; inactive = mostly below about 43%; note: 0% is about no effect
AmpC inh no detg – qHTS Inhibitors of AmpC Beta-Lactamase (assay without detergent). AmpC nitrocefin hydrolysis, absorbance 480 nm, 0.0001% Triton. Potency, µM (series often up to 57.1 µM), inactives show top-dose activity change, negative = inhibition, usual class: inhibitors. actives 0.52% (n = 330,000);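 note: potency is the fitted concentration of half-maximal effect; plate controls were no compound for no effect and no enzyme for full effect; nearly all actives have a fitted effect of over 20% in size; some results filed as inactive show a strong effect at the top dose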
Target sequence (P00811 whole entry, looked up): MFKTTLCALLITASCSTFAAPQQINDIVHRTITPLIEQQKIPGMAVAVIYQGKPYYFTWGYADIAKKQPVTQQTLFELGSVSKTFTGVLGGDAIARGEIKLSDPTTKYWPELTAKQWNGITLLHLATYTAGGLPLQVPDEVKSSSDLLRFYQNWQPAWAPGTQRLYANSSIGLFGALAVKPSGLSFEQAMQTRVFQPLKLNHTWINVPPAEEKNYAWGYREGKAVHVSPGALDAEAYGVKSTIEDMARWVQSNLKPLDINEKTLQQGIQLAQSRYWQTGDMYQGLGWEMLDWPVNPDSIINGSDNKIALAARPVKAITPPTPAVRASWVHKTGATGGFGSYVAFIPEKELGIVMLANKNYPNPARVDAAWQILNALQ
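AmpC (5.3 nM in the dispensed reagent) in 20 mM phosphate pH 7.0 with 0.01% (detergent screen) or 0.0001% Triton X-100 was preincubated with compounds for 15 min at room temperature. Nitrocefin was then added from an 800 uM solution, and hydrolysis was followed at 480 nm.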
CHX counter – Cycloheximide Counterscreen for Small Molecule Inhibitors of Shiga Toxin. cell reporter, cycloheximide protein synthesis inhibition counterscreen. max response, %. actives 12% (n = 300,000). AID 2314, 2010; in the data active = max response mostly above about 13%, no sharp cut-off; inactive = mostly below about 14%; note: read at 38.3 µM for the half of the compounds with a filed dose; 0% is about no effect
Tb PYK inh – qHTS of Trypanosoma Brucei Inhibitors. TbPYK enzyme, Kinase-Glo Plus ATP luminescence, 45 min. Potency, µM (highest dose often 76.8 µM), for inactives: top-dose activity, negative = inhibition, actives largely listed as inhibitors. actives 0.12% (n = 410,000). AID 624173, 2012; note: potency is the fitted concentration of half-maximal effect; % is set by controls: 0 for no effect and ±100 for the full control effect; nearly all actives have a fitted effect of over 50% in size
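TbPYK + substrate in 50 mM TEA pH 7.2, 100 mM KCl, 10 mM MgCl2, 0.05% BSA, 0.01% Tween-20; cpd pinned; ADP 130 uM final; 45 min RT; Kinase-Glo Plus 10 min; luminescence endpoint.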
Pf growth 96h – Primary qHTS for delayed death inhibitors of the malarial parasite plastid, 96 hour incubation; Potency, µM (doses to about 28.7 µM), for the others: top-dose activity change, negative = inhibition, hits mostly inhibitors; actives 6.9% (n = 320,000); P. falciparum luciferase reporter growth, 96 h; AID 504834, 2011; note: potency is the fitted concentration of half-maximal effect; % is set by controls: 0 for no effect and ±100 for the full control effect
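P. falciparum expressing integrated firefly luciferase grown in erythrocytes (2% hematocrit, 0.05% parasitemia final) with compounds for 96 hours at 37 C, 5% CO2. Growth inhibition read as loss of luminescence after adding luciferase detection reagent.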
An asterisk follows results filed as active; u = inconclusive; x = no result given; & = joins results of further samples; [ ] = another dose, or the depositor's remark. Unless noted, calls come from the whole dose curve; as a rule, active = well fitted curve in the direction sought with a large enough effect; inconclusive = small, poorly fitted or top-dose-only effect, or another doubt; inactive = no such curve, though single readings can be large; an effect the other way counts as inactive or inconclusive.

SMILES	Pf growth 48h	LmPK inhibitor	Shiga inhibitor	AmpC inh no detg	CHX counter	Tb PYK inh	Pf growth 96h
COc1ccnc(CN(C)C(=O)C2CCC(=O)N(Cc3cccc(C(F)(F)F)c3)C2)c1 (centres undefined)	23%	7%	-4	-7%	-3	3%	-12%
CC(Oc1ccccc1F)C(=O)/C=C/N(C)C (centres undefined)	0%	0%	-13	-27%	-5	0%	44%[activator]
CO/N=C(\Cn1ncc(N2CCCC2)c(Br)c1=O)c1ccc(Cl)cc1	u	0%	-9	16%	-1	-4%	x
COc1cccc(CNc2nnnn2C)c1	2%	1%	15	0%	-2	0%	-25%
O=c1[nH]c(C2CCN(S(=O)(=O)c3ccccc3F)CC2)nc2c1nnn2Cc1ccc(F)cc1	-16%	8%	5	15%	-5	-1%	5%
Cc1cc(N2CCCC2)nc2c(C)cccc12	2%	-1%	14	-14%	-2	3%	3%
NC(=O)CCS(=O)(=O)CCN1CCCCC1	-8%	-4%	-6	-13%	-1	2%	-1%
COc1ccc(C2C(=O)N(C3CCCCC3)CC(=O)N2C2CCCCC2)cc1 (centres undefined)	x	4%	-8	-1%	-3	-8%&2%	u
CCc1ccc2oc(C(=O)NC3CCS(=O)(=O)C3)cc(=O)c2c1 (centres undefined)	34%[activator]	5%	-5	-14%	-3	0%	-5%
CCOC1(/N=C(\C)NS(=O)(=O)c2ccc(Cl)cc2)C(C)=CC(=O)C=C1C	-2%	9%	-3	4%	-3	-2%	8%
CCOc1ccc(NC(=O)CSc2nc(O)c(C)c(=O)n2-c2ccc(F)cc2)cc1	u	2%	-5	-25%	5	4%	u
O=S1(=O)CCC(n2nccc2-c2ccccc2)C1 (centres undefined)	29%	1%	24	-7%	-3	-1%	23%
Cc1csc(NC(=O)CCn2c(=O)oc3ccc(Cl)cc32)n1	8%	-7%	-9	-10%	12	-14%	-30%
N#Cc1cccc2c1-c1ccccc1/C2=N/NC(N)=S	-6%[0.00184 µM]	1%	-9	-36%	0	-2%	u
COCCn1cnc2c(c1=O)c1nc3ccccc3nc1n2/N=C/c1cccc(OC)c1	u	-2%	30	0%	4	3%	-4%
Brc1cccc(CN2CCCCCCC2)c1	x	-4%	-15	-2%	-4	0%	11%
CCOc1ccc(NC(=O)Cn2nnc(-c3ccccc3F)n2)cc1	-2%	-4%	-14	-5%	-3	1%	7%
COc1ccc(C(F)(F)F)cc1N/C=C/c1nnnn1-c1ccc2ccccc2c1	-6%	1%	11	-31%	-5	2%	16%
COc1ccc(CNC(=O)c2ccc(Br)o2)cc1	51%[activator]	-1%	14	-4%	17&8	1%	37%[activator]
O=C(Nc1cccc(O)c1)c1noc2c1CCc1ccccc1-2	18%	u	33	-25%	25	-11%&7%	x
O=S(=O)(c1cc(C(F)(F)F)ccc1Cl)N1CCN(c2ncnc3ccccc23)CC1	u	x	x	61%[activator]	x	7%	u
COc1ccc(C)cc1NC(=O)CN(C)S(=O)(=O)c1cnc[nH]1	25%	2%	-11	-10%	-3	2%	x
C#Cc1cccc(NC(=O)CSc2nnc(-c3ccc(C(F)(F)F)cn3)o2)c1	77%[activator]	6%	13	-8%	7	5%	85%[activator]
CCN1CCCC1CNC(=O)Cn1ncc2c(=O)oc3ccc(C)cc3c21 (centres undefined)	8%	1%	-2	-10%	-2	4%	2%
Cc1ccc(NC(=O)CNCc2cccs2)c(Br)c1	7%	1%	67*	-7%	35*	1%	7%

Other entries follow:
SMILES	Pf growth 48h	LmPK inhibitor	Shiga inhibitor	AmpC inh no detg	CHX counter	Tb PYK inh	Pf growth 96h
CC(=O)N1CCc2cc(S(=O)(=O)CCC(=O)N3CCN(c4ccccn4)CC3)ccc21	u	-1%	-5	20%	3	0%	-24%
CCOCCCNC(=O)c1ccccc1OC1CCN(S(C)(=O)=O)CC1	17%	-2%	13	-8%	12*	-11%	0%
CC(C)CN(C1CCS(=O)(=O)C1)S(=O)(=O)c1ccc(C(C)C)cc1 (centres undefined)	-15%	x	x	29%	x	-5%	u
COc1ccccc1NC(=O)/C=C\c1ccco1	x	-3%	68*	-12%	41*	-20%	9%
Cc1cc(C)n(C(=O)c2cccc(S(=O)(=O)N3CCCCC3)c2)n1	16%	3%	19	11%	-2	-10%	33%[activator]
CN(C)c1nc(N)nc(CSc2nnnn2C)n1	38%[activator]	-13%	10	-34%	12	-6%	u
C=CCC1(O)C(=O)Nc2ccccc21 (centres undefined)	9%	-2%	-6	-5%	0	-8%	87%[activator]
CC(=O)Nc1ccc(NCC(=O)c2ccccc2)cc1	-9%	-1%	24	-17%	-2	2%	u
Cc1ccc(-c2csc(N3CCN(CCCn4c(-c5ccncc5)nc5ccccc54)CC3)n2)cc1	u	0%	32	144%[activator]	13	-11%	2.6µM*
O=C(COc1ccccc1)NCC(=O)N/N=C/c1ccco1	0%	2%	6	3%	5	-7%	54%[activator]
CC(C)OC(=O)CN1C(=O)S/C(=C/c2ccc(N3CCCCC3)o2)C1=O	u	0%	-13	16%	-5	u	x
CCC(CC)C1C(C#N)=C(N)Oc2n[nH]c(C)c21 (centres undefined)	x	2%	-14	-11%	-4	2%	x
OC12Oc3ccccc3C=C1N1CCC2CC1 (centres undefined)	14%	1%	-14	-15%	-1	-5%	-7%
Cc1ccc(S(=O)(=O)NCCNc2ccc([N+](=O)[O-])cc2)cc1	-8%	2%	-13	-19%	6	-16%	u
C#CCN(C(=O)c1ccc(OC)c(OC2CCN(C(C)C)CC2)c1)C1CCCCC1	-18%	-4%	-7	12%	2	-3%	u
O=C(CSc1nc2[nH]ncc2c(=O)n1-c1ccccc1Cl)N1CCCC1	20%	-1%	36	-8%	13	-1%	1%
O=C(NCCc1ccccc1)C(=O)NCC1(c2ccccc2)CCCC1	29%	-1%	-3	-42%	-3	x	u
Cc1ccc(Oc2ncc(CN3CC(C)OC(C)C3)s2)cc1 (centres undefined)	31%[activator]	-4%	1	46%	3	7%	34%[activator]
CC(C)CSc1nc2ccccc2n1CC(N)=O	0%	0%	-4	0%	-1	1%	-1%
COC(=O)CCCC(=O)N1CCCC(CNS(=O)(=O)c2ccc(OC)cc2)C1 (centres undefined)	-11%	0%	49	17%	-1	-12%	43%[activator]
CCOCCc1nnc(NC(=O)CSc2ccccc2)s1	u	-4%	18	-16%	-4	-6%	x
COCCNC(=O)C(OC(=O)c1ccco1)c1ccccc1F (centres undefined)	11%	-6%	-7	4%	-2	-15%	-9%
CC(C)(C)N(Cc1nc(-c2ccccc2)no1)C(=O)c1ccc2c(c1)OCO2	u	6%	16	51%	-3	1%	17%
O=C(O)C1C2C=CC(C2)C1C(=O)N1CCc2ccccc21 (centres undefined)	13%	-5%	10	-16%	0	10%	-20%
COc1ccc(NS(=O)(=O)c2ccc3nc(COc4ccc(C#N)cc4)[nH]c3c2)cc1	-16%	5%	-1	-32%	2	-21%	u

Following part.
SMILES	Pf growth 48h	LmPK inhibitor	Shiga inhibitor	AmpC inh no detg	CHX counter	Tb PYK inh	Pf growth 96h
O=C(CSc1nc2ccccc2o1)NCC(=O)c1ccccc1	19%	0%	11	-10%	15	-8%	-9%
CCOC(=O)C1CCN(C2CC(=O)N(c3ccc(OCC)cc3)C2=O)CC1 (centres undefined)	-10%	1%	-6	13%	-4	4%	-9%
Cc1n[nH]c(C)c1Sc1ccccc1N	u	-7%	26	-29%	4	1%	-1%
Cc1ccc(C(=O)N2CCOCC2)cc1S(=O)(=O)N1CCCCC1	-5%	-3%	-2	1%	-3	-11%	u
Brc1ccc(N=Cc2ccccn2)cc1	28%	-1%	54*	-10%	22*	-4%	20%
COc1ccccc1C(=O)NC(=O)COC(=O)c1ccc([N+](=O)[O-])cc1	17%	x	x	-13%	x	2%	-4%
COc1cccc(C2=NOC(C(=O)NCc3ccc(F)cc3)C2)c1 (centres undefined)	-4%	1%	1	-19%	-3	-3%	72%[activator]
COCc1ccc(O)c2ncccc12	x	4%	-8	-1%	26*	u	u
CC(C)c1ncc(C(O)c2cccc3ccccc23)n1C (centres undefined)	-12%	-10%	-3	-22%	-2	0%	u
CN(CC(=O)Nc1ccccc1Cl)C(=O)Cn1cc(C(F)(F)F)ccc1=O	21%	x	x	-16%	x	1%	40%[activator]
CCCCN(C(=O)c1nn(C)c(=O)c2ccccc12)c1c(N)n(CCC)c(=O)[nH]c1=O	15%	x	x	-5%	x	0%	15%
CCn1c(-c2ccc(F)cc2)cnc1SCC(=O)N1CCc2ccccc21	52%[activator]	3%	97*	-8%	34*	x	-10%
CC(C)(C)OC(=O)NCCCCc1cn(CC(=O)N2CCN(C(=O)OC(C)(C)C)CC2)nn1	2%	5%	8	17%	10	0%	9%
CC(=O)c1ccc(N2C(=NC(=O)COc3ccccc3)SC3CS(=O)(=O)CC32)cc1 (centres undefined)	17%	2%	4	-9%	-9	2%	u
COc1ccc(C(=O)COC(=O)CCS(=O)(=O)c2ccc(C)cc2)c(OC)c1	u	x	x	-5%	x	-7%	12%
CCC1=C(OC(=O)N(CC)CC)N2C(=O)OC(=NCCc3c[nH]c4ccccc34)[C@]2(Cc2ccccc2)[C@H]2C1=CC[C@H]1C(=O)N(CC)C(=O)[C@H]12	9.3µM*	2%	3	134%[activator]	-2	1%	13µM*
CCOc1ccc(-n2c(O)c(C=NCCN(CC)CC)c(=O)[nH]c2=O)cc1	20%	4%	7	-19%	1	0%	0%
N#Cc1ccc(CSc2nnc3ccccn23)cc1	13%	-10%	-7	-22%	5	-2%	u
COCCCN1C(=O)C(=O)/C(=C(/O)c2ccc(S(=O)(=O)N3CCCCC3)cc2)C1c1ccc(O)c(OC)c1 (centres undefined)	-7%	5%	-1	-17%	1	-3%	11%
COc1ccc(CC(=O)OC(C)C(=O)c2ccc(C)cc2)cc1 (centres undefined)	9%	0%	8	0%	9	5%	u

Source: PubChem BioAssay (National Center for Advancing Translational Sciences (NCATS))

Rows are unselected; overall some 22% were active at least once.
